L3MBTL1 block: qHTS Assay for the Inhibitors of L3MBTL1. Lethal(3)malignant brain tumor-like protein 1 (Homo sapiens), Q9Y468. hit rate 0.66% among 230,000. AID 485360, 2010. AlphaScreen L3MBTL1–H3K9me1 peptide binding. Potency, µM (top dose mostly 57.1 µM), for the others: top-dose activity, negative = inhibition, actives largely listed as inhibitors; active means well fitted inhibition curve with a large enough effect; inconclusive means small, poorly fitted or top-dose-only effect; inactive means no such curve, though single readings can be large or run the other way; further: nearly all actives have a fitted effect of over 60% in size
Target sequence (Q9Y468 whole entry, looked up): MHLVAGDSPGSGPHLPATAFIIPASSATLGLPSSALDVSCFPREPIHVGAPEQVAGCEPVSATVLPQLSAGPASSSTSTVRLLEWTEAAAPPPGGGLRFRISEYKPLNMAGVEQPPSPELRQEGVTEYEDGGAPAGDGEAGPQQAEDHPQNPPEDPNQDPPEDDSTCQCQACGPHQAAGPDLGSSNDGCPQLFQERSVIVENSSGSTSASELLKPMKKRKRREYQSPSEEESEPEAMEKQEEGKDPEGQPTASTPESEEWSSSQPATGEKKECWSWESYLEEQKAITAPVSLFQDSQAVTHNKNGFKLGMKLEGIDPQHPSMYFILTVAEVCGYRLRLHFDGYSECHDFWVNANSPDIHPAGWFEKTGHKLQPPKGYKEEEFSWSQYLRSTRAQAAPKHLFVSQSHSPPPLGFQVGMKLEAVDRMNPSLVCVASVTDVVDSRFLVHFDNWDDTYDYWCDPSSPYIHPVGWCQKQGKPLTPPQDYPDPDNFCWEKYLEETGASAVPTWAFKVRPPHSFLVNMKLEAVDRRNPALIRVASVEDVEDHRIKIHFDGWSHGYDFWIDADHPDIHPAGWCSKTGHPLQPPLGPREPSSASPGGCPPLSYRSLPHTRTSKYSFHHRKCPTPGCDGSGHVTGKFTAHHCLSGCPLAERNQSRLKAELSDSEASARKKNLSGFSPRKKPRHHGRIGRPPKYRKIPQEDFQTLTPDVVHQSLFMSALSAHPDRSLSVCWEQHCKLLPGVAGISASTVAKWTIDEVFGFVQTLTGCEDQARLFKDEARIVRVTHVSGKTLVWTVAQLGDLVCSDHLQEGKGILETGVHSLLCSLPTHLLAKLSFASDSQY
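L3MBTL1 50 nM + b-AHA-H3(1-15)K9me1 75 nM, 30 min RT; compound added, 30 min RT; streptavidin donor/Ni-chelate acceptor beads 10 ug/mL each final, 30 min RT dark; AlphaScreen read.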
Active calls of the source: *; ? = inconclusive; [ ] = remark or other dose. On the % scale 0 is the no-effect control and ±100 the full control effect; potency means the concentration at half of the fitted maximal effect. Not all compounds are listed. The share of hits here may be higher or lower than overall.

Sample of the layout (two entries):
mol	L3MBTL1 block
CC1CCC2(CC1)NC(=O)N(CC(=O)Nc1cccc(S(=O)(=O)N3CCCCC3)c1)C2=O (centres undefined)	-5%
C[C@H](NC(=O)c1[nH]cnc1C(=O)Nc1ccc(Cl)cc1)c1ccccc1	2%

The listing, from the first entry:
mol	L3MBTL1 block
CC1CCC2(CC1)NC(=O)N(CC(=O)Nc1cccc(S(=O)(=O)N3CCCCC3)c1)C2=O (centres undefined)	-5%
C[C@H](NC(=O)c1[nH]cnc1C(=O)Nc1ccc(Cl)cc1)c1ccccc1	2%
O=C(COC(=O)c1ccco1)Nc1cc(S(=O)(=O)N2CCCCC2)ccc1Cl	-7%
C[C@@H]1CN([C@@H](C)CO)C(=O)c2cc(NC(=O)C3CC3)ccc2O[C@@H]1CN(C)Cc1ccc(Cl)c(Cl)c1	-1%
C/C(CC(=O)Nc1ccc(C)c(Cl)c1)=N\NC(=O)c1cccc(O)c1	-4%
COc1ccccc1N1CCN(C2CCCN(Cc3ccccc3OCCO)C2)CC1 (centres undefined)	-4%
CCCCN1C(=O)N(CCc2ccc(F)cc2)S(=O)(=O)c2cc(C(F)(F)F)ccc21	22%
Cc1cc(NC(=O)c2cccc(C)c2[N+](=O)[O-])no1	13%
O=S(=O)(c1ccc(SCc2ccccc2)nc1)N1CCCCC1	15%
COc1ccc(NC(=O)CN2C(=O)NC3(CCCc4ccccc43)C2=O)c(OC)c1 (centres undefined)	2%
Cc1c(C)c2ccc(OCC(=O)N3CCC(C(=O)O)CC3)cc2oc1=O	2%
CC(=O)Nc1ccc(NC(=O)C(C)Sc2nnc(C3CC3)n2-c2ccccc2)cc1 (centres undefined)	-1%
COc1ccc(N2CCN(C(=O)CN3C(=O)NC4(CCCCC4C)C3=O)CC2)cc1 (centres undefined)	-8%
NC(c1ccccc1)c1ccncc1 (centres undefined)	10%
Cc1cc(C)c(NC(=O)C2CC(=O)N(C3CCCC3)C2)c(C)c1 (centres undefined)	9%
O=C(COc1ccc(Br)cc1Cl)NC(=O)NC1CCCC1	8%
CCOc1ccc(OCCNC(=O)c2oc3ccccc3c2COC)cc1	6%
CCN(CC(=O)NCc1cccs1)C(=O)c1ccc(S(=O)(=O)Nc2ccccc2Cl)cc1	2%
CN(Cc1ccccc1)C(=O)c1ccccc1N(C)S(=O)(=O)c1ccccc1	4%
CC1CCCC(C)N1C(=O)COC(=O)/C=C/c1ccc(Br)o1 (centres undefined)	?
CC(=O)Nc1ccc(S(=O)(=O)NCCC(=O)NCCOc2ccccc2)cc1	-1%
CCCN(CC(=O)Nc1ccccc1OC)C(=O)c1nc2nc(C)ccn2n1	7%
CC(OC(=O)c1ccc(=O)n(Cc2ccccc2)n1)C(=O)Nc1cccc(Cl)c1 (centres undefined)	-7%
O=C(CSc1nc(=O)n2ccccc2n1)NCc1ccc(F)cc1	7%
CCOC(=O)[C@H]1[C@H]2COc3ccccc3[C@@H]2N2C(=O)c3cc(Cl)ccc3NC(=O)[C@@]12C	2%
COc1cccc(-c2c(-c3cc(OC)cc(OC)c3)n(C)c3ccc(Br)cc23)c1	-7%
C=CC[C@@H](CC(=O)N[C@@H](CO)Cc1ccccc1)C(=O)N[C@@H](C)COC(=O)[C@@H](CC=C)Cc1ccc(F)cc1	-5%
O=C(NS(=O)(=O)NC1CCCCC1)C1=C(N2CCCC2)COC1=O	-3%
CCOc1ncccc1C(=O)OCC(=O)Nc1cc(C(C)(C)C)ccc1OC	2%
CCN(CC)C(=O)C1CCCN(C/C=C/c2ccccc2[N+](=O)[O-])C1 (centres undefined)	-1%

Exported as labelled records: part of the list above
CCN(CC)C(=O)C1CCCN(C/C=C/c2ccccc2[N+](=O)[O-])C1 (centres undefined)
- L3MBTL1 block: -1%

C[C@@H]1CN([C@@H](C)CO)C(=O)c2cc(NC(=O)C3CC3)ccc2O[C@@H]1CN(C)Cc1ccc(Cl)c(Cl)c1
- L3MBTL1 block: -1%

C/C(CC(=O)Nc1ccc(C)c(Cl)c1)=N\NC(=O)c1cccc(O)c1
- L3MBTL1 block: -4%

CC(OC(=O)c1ccc(=O)n(Cc2ccccc2)n1)C(=O)Nc1cccc(Cl)c1 (centres undefined)
- L3MBTL1 block: -7%

(list continues)
mol	L3MBTL1 block
CC(=O)c1ccc(OC(C)C(=O)NC2CCCCC2C)cc1 (centres undefined)	8%
CN(CC(=O)Nc1ccc(Cl)c(S(=O)(=O)N2CCOCC2)c1)C(=O)c1cccs1	-1%
O=C(N[C@H]1C/C=C\C[C@H](CC(=O)N(CCO)Cc2ccccc2)C(=O)NC[C@H](c2ccccc2)OC1=O)OCC1c2ccccc2-c2ccccc21	-9%
CC(C)(C)N(Cc1ccccc1)C(=O)c1ccncc1	2%
COc1ccc(C(=O)N2CCCN(C)CC2)c(OC)c1	6%
COc1cccc(NC(=O)CN(C)C(=O)CSc2nc(C)cc(C)n2)c1	3%
C#CCOCCOCCOCCNc1nc(N2CCN(C(=O)CCCCCCCCCCNC(=O)Cn3cc(C[C@@H](C)O)nn3)CC2)nc(N2CCN(C(=O)CCCCCCCCCCNC(=O)[C@H](CCCCN)n3cc(C[C@@H](C)CC)nn3)CC2)n1	0%
O=C(NN=C1CCCC1)c1ccccc1[N+](=O)[O-]	57%[activator]
CC(=C/c1ccccc1)/C=N/n1c(C)n[nH]c1=S	10%
Cc1nc(C)c(C(=O)OCC(=O)NCc2ccccc2Cl)s1	7%
CC[C@]1(C(=O)OC)[C@H]2C(=O)N(Cc3ccccc3)C(=O)[C@H]2[C@H]2CN=C(SCc3ccc(C(=O)OC)cc3)N21	8%
CCCC[n+]1ccn(-c2nc3c([N+](=O)[O-])cccc3n2C)c1	4%
Cc1ccc(OCCNC(=O)c2ccc(C)o2)cc1	-4%
CCN(CC)c1ccc(C(=O)OCC(=O)Nc2ncccn2)cc1	2%
CC(=O)Nc1cccc(-c2nc3ccccc3o2)c1	0%
CC(=O)Nc1ccc(S(=O)(=O)N2CCN(c3nc4ccccc4n3CC(C)C)CC2)cc1	2%
CC1CN(C(=S)Nc2ccc(Cl)cc2)CC(C)O1 (centres undefined)	-1%
CC(C)C(=O)Nc1ccc(C(=O)CSc2nnc(C3CC3)n2C2CC2)cc1	5%
CC(C)C[C@@H]1CN=C(N)N1C[C@@H]1CCCN1C[C@@H](C(C)C)N1C[C@@H](Cc2ccccc2)N(CCCC2CCCC2)C1=N	-1%
Cc1cccc(C)c1NC(=O)CNC(=O)COC(=O)c1ccc(Cl)s1	6%
O=C(N/N=C/c1cccnc1)c1ccccc1Br	4%
COc1ccc(NS(=O)(=O)c2cccc(C(=O)N3CCC3)c2)cc1	-3%
CC1Cc2ccccc2N1CC(=O)N(C)c1c(N)n(Cc2ccccc2)c(=O)[nH]c1=O (centres undefined)	?
CC(CNC(=O)c1ccccc1Cl)c1ccccc1 (centres undefined)	5%
C=CCN1C(=O)c2ccc(C(=O)N(CC)CC(=O)Nc3c(F)cccc3F)cc2C1=O	-10%
COc1ccc(NC(=O)CSc2nnc(-c3ccc(F)cc3)o2)cn1	-14%
CCCn1c(N)c(N2CCCCC2)c(=O)n(CC(=O)Nc2cccc(S(=O)(=O)N(C)C)c2)c1=O	-7%
Nc1c(N(CCC2=CCCCC2)C(=O)CCCOc2ccccc2)c(=O)[nH]c(=O)n1Cc1ccccc1	3%
Cc1cc([N+](=O)[O-])ccc1NC(=O)CSc1nnc(C)n1C	8%
O=C(NCC(=O)N1CCCCC1)c1sc2ccccc2c1Cl	3%
Oc1ccccc1CN1CCN(C(c2ccccc2)c2ccccc2)CC1	-6%
O=C(Nc1ncn[nH]1)c1ccc(Cl)c(Cl)c1	-14%
C[C@H](CO)N1C[C@H](C)[C@@H](CN(C)C(=O)Nc2ccc3c(c2)OCO3)Oc2ccc(NC(=O)Nc3ccc(C(F)(F)F)cc3)cc2C1=O	-9%
COC(C(=O)N/N=C(\C)c1ccc(O)cc1)c1ccccc1 (centres undefined)	6%
CCOC(=O)C1=C(C)NC(C)=C(C(=O)OCC)C1C(=O)OCC(=O)NC(C)c1ccccc1 (centres undefined)	5%
CC1CCN(C(=O)COC(=O)c2cc(=O)[nH]c3ccccc23)CC1	-4%
Cc1cccc(NC(=S)NC2CCCC2)c1C	3%
CN(C(=O)c1ccc(NC(=O)Cc2ccc(NC(=O)C3CCCN(C(=O)C4CCCC4)C3)cc2)cc1)C1CC1 (centres undefined)	4%
O=C(c1ccncc1)N1CCN(S(=O)(=O)c2ccccc2F)CC1	0%
O=C(COC(=O)c1ccc(Cl)nc1)NNC(=O)c1ccc(Br)cc1	-5%

4 compounds picked at random from those above:
mol	L3MBTL1 block
Oc1ccccc1CN1CCN(C(c2ccccc2)c2ccccc2)CC1	-6%
COC(C(=O)N/N=C(\C)c1ccc(O)cc1)c1ccccc1 (centres undefined)	6%
CCOC(=O)C1=C(C)NC(C)=C(C(=O)OCC)C1C(=O)OCC(=O)NC(C)c1ccccc1 (centres undefined)	5%
O=C(Nc1ncn[nH]1)c1ccc(Cl)c(Cl)c1	-14%

Next records.
mol	L3MBTL1 block
CN(c1ccc(OCC(=O)OCC(=O)Nc2ccc(OC(F)F)cc2)cc1)S(=O)(=O)c1cccs1	-3%
Cc1cc(C)n(C(=O)c2ccc([N+](=O)[O-])cc2Cl)n1	-13%
CC(C)(C)Cc1nnc(NC(=O)CSc2ccccc2)s1	-12%
CC[C@@]1(C(=O)OC)N[C@H](CN(C)C(=O)c2ccc(F)cc2)[C@@H]2C(=O)N(C)C(=O)[C@@H]21	?
CC(=O)c1ccc(S(=O)(=O)NCCCC(=O)N(C)Cc2ccc3c(c2)OCO3)cc1	-1%
CCCCN(C(=O)c1cc2c(s1)CCC2)c1c(N)n(CCC)c(=O)[nH]c1=O	?
Cc1ccsc1C(=O)NCCc1ccco1	?
COc1ccc(Cl)cc1NC(=O)CN(C)C(=O)c1cc(=O)c2ccccc2o1	0%
COc1ccc(NC(=O)/C=C/c2ccc(S(=O)(=O)N3CCOCC3)cc2)cc1	-12%
O=C(NCCc1ccc(F)cc1)c1cccc(NC(=O)c2ccccc2)c1	-1%
Cc1cc(C(=O)NNS(=O)(=O)c2cc(C(=O)O)ccc2Cl)c(C)n1-c1ccccc1	-20%
NC(=O)c1cc([N+](=O)[O-])ccc1N1CCN(Cc2ccccc2)CC1	-3%
COc1cc(OC)c(/C=N/NC(=O)c2ccncc2)c(OC)c1	-1%
CN(C)c1ccc(S(=O)(=O)NCC(=O)OCC(=O)NC(=O)C2CCCCC2)cc1[N+](=O)[O-]	-3%
O=C(NCc1ccncc1)C1CCCN(S(=O)(=O)c2cc(Cl)ccc2Cl)C1 (centres undefined)	-4%
Clc1ccc(OCCn2ccnc2)cc1Cl	10%
Nc1ncccc1C(=O)OCC(=O)NC1CCCCCC1	-11%
COc1ccc(NS(=O)(=O)c2cccc(C(=O)NCCCN3CCOCC3)c2)cc1	6%
Nc1nc(SCc2cccc(Br)c2)n[nH]1	0%
CN(C)CCNC(=O)c1c(NC(=O)c2ccccc2)sc2c1CCCC2	1%
C[C@H](CO)N1C[C@H](C)[C@H](CN(C)Cc2ccncc2)Oc2ccc(NC(=O)Nc3ccc(C(F)(F)F)cc3)cc2CC1=O	-8%
CCOc1cc(/C=N/NC(=O)c2cccc(S(=O)(=O)N3CCCC3)c2)ccc1OCC(=O)N(C)C	0%
CC(CN1CCCCC1)OC(=O)c1ccccc1F (centres undefined)	4%
CCOC(=O)C1=C(CC)Nc2ccccc2N=C1NC(=O)c1cc(S(=O)(=O)N2CCOCC2)ccc1C	-3%
CCOC(=O)C1=C(COC(=O)c2ncc(Cl)c(Cl)c2Cl)NC(=O)NC1C (centres undefined)	-6%
O=C(CN1C(=O)NC2(CCCCC2)C1=O)N1CCN(S(=O)(=O)c2ccc(F)cc2)CC1	2%
Cc1ccc(C(=O)CCC(=O)OCC(=O)NNC(=O)c2ccccc2Cl)cc1	31%
Cc1c(C(=O)OCC(=O)NCc2ccco2)cccc1[N+](=O)[O-]	-26%
CCN(CC)CCNC(=O)c1ccc(NC(=O)C2CC(=O)N(CCc3ccc(OC)c(OC)c3)C2)cc1 (centres undefined)	-5%
NC(=O)C1CCN(C(=O)c2cc(Cl)c3c(c2)OCCO3)CC1	-4%
O=C(CNC(=O)c1cccs1)Nc1cccc(S(=O)(=O)N2CCOCC2)c1	0%
CC(Sc1nnc(-c2ccco2)n1C)C(=O)N(C)C1CCCCC1 (centres undefined)	6%
CCOC(=O)[C@@H]1[C@H]2COc3cc(OC)ccc3[C@@H]2N2C(=O)N(c3ccc(Cl)cc3)C(=O)[C@@]12C	3%
CC(NC(=O)COC(=O)CN1C(=O)c2ccccc2C1=O)c1ccccc1 (centres undefined)	2%
CC(C)(C)OC(=O)NCCCCCNC(=O)c1[nH]cnc1C(=O)Nc1ccccc1	-8%
CC(NC(=O)CN1C(=O)NC2(CCCCCC2)C1=O)c1ccccc1 (centres undefined)	5%
O=S(=O)(c1cccnc1)N1CCn2cccc2C1c1ccccc1F (centres undefined)	-11%
ClC1(Cl)CC1CSc1nnc(-c2ccncc2)o1 (centres undefined)	-2%
O=C(NCCS(=O)(=O)N1CCN(c2ccccc2F)CC1)c1ccc(Cl)cc1	7%
O=C(Nc1cccc(F)c1)C1CCCCC1	-3%

Screening data as filed in PubChem BioAssay.
